# Bioassay records as filed in PubChem.
# M4 PAM = positive allosteric modulators of human muscarinic M4 receptor; P08173; CHO-K1 hM4/Gqi5, Fluo-8 calcium fluorescence, ACh EC20; 0% = ACh EC20, 100% = maximal ACh; activation, % at 3 µM; 360,000 compounds, 0.4% hits; AID 624126;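 active = activation above its plate's cutoff, the mean activation of sample wells plus 3 SD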; note: some results filed as inactive read as strong as hits
# Target sequence (P08173 whole entry, looked up): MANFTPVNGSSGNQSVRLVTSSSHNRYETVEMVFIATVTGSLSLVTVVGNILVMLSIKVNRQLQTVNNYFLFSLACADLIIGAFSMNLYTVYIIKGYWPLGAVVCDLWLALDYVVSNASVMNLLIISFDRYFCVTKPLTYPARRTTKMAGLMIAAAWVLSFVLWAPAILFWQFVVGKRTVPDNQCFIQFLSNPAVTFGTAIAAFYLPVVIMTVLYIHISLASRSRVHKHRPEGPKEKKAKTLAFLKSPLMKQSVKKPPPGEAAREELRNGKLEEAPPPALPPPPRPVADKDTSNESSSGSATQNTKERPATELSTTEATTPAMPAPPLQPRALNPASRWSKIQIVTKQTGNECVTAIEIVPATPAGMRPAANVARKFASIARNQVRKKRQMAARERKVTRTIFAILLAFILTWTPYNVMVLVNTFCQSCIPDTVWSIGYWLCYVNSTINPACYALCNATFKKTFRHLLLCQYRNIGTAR
# M4 antag = blocks acetylcholine activation of human M4 receptor. P08173. CHO-hM4 cells, ACh EC80, Fluo-8 calcium fluorescence. 360,000 compounds, 0.73% hits. inhibition, % at 3 µM. AID 624125;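 active = inhibition above its plate's cutoff, the mean inhibition of sample wells plus 3 SD, cut at about 27% in these data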;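 note: 0% = acetylcholine EC80 with DMSO and 100% = DMSO without agonist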
# M4 ag = CHRM4 agonism in calcium assay. P08173. CHO-K1 hM4/Gqi5, Fluo-8 calcium fluorescence; vehicle 0%, full acetylcholine response 100%. activation, % at 3 µM. 360,000 compounds, 0.14% hits;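 active = activation above the run mean over all test wells plus 3 SD, cut at about 32% in these data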;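 note: peak over basal fluorescence ratio per well then scaled between controls; 0% = DMSO wells and 100% = acetylcholine at EC100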
# M5 PAM = potentiates acetylcholine response at human M5 receptor; CHO-K1 hM5, Fluo-8 calcium, ACh EC20 PAM; 0% = ACh EC20, 100% = ACh EC100; activation, % at 3 µM; 360,000 compounds, 0.3% hits; AID 624038;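 active = activation above the run cutoff, the mean activation of all test compounds plus 3 SD, cut at about 18% in these data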
# Target sequence (P08912 whole entry, looked up): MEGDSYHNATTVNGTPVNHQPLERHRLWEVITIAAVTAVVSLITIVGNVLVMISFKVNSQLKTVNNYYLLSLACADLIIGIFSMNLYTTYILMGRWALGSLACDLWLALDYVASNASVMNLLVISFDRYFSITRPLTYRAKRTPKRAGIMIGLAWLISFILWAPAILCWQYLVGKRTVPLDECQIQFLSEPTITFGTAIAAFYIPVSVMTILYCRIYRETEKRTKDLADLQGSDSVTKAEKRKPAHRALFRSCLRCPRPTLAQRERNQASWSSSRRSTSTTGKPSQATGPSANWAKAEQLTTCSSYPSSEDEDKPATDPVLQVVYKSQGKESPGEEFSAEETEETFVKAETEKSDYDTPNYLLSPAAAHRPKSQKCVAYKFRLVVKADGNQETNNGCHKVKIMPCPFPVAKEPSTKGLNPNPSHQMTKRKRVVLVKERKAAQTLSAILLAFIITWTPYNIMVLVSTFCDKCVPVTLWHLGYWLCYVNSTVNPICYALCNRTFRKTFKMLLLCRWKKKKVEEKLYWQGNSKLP
#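 system = human M5 receptor in CHO-K1 cells | reagent = EC20 acetylcholine as agonist stimulus | compound dosing = single-point, 3 µM nominal | incubation = Fluo-8 loading 80 min at 37 °C plus 30 min room temperature | detection = Fluo-8 calcium dye fluorescence, kinetic read | benchmarks = low control EC20 acetylcholine (0%), high control EC100 acetylcholine (100%)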
# CHRM1 antagonist = human CHRM1 antagonism; CHO-K1 hM1, Fluo-8 calcium fluorescence, ACh EC80 antagonist; inhibition, % at 3 µM; 360,000 compounds, 1.3% hits; AID 588852;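 active = percent inhibition above its own plate's cutoff, namely the mean of that plate's compound wells plus 3 SD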;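 note: peak over basal fluorescence ratio during 140 s after agonist addition; 0% = ACh EC80 plus DMSO and 100% = DMSO alone without agonist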
# M5 ag = CHRM5 agonism in calcium assay; P08912; CHO-K1 hM5 cells, Fluo-8 calcium fluorescence; 0% DMSO wells, 100% maximal acetylcholine response; activation, % at 3 µM; 360,000 compounds, 0.19% hits; AID 624037;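 active = activation above the run's mean over test compounds plus 3 SD, cut at about 23% in these data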;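 note: signal is peak over basal fluorescence ratio across the kinetic read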
# CRFBP-R2 agonist = agonists of human CRF-binding protein/CRF-R2 receptor complex; AID 588473; HEK293 CRF-R2/CRF-BP, calcium dye fluorescence (FLIPR); percent of saturating CRF peptide response; 350,000 compounds, 0.46% hits; activation, % at 13.2 µM;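 active = activation of at least 50%, plus an integration ratio under a set limit after plate pattern correction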;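 note: plate controls were neutral control wells without compound for no effect and CRF at EC100 for full effect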
# M1 PAM = positive allosteric modulators of human M1 muscarinic receptor. P11229. CHO-K1 hM1, Fluo-8 calcium fluorescence, ACh EC20; 0% = ACh EC20, 100% = maximal ACh. activation, % at 3 µM. 360,000 compounds, 0.088% hits; in the data active = activation above about 19%, passing the limit was not always enough
# M5 antag = CHRM5 antagonism in calcium assay. CHO-hM5 cells, Fluo-8 calcium fluorescence, ACh EC80. inhibition, % at 3 µM. 360,000 compounds, 0.59% hits;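 active = inhibition above a per-plate cutoff, the mean of that plate's test compounds plus 3 SD, cut at about 27% in these data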;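 note: 0% = acetylcholine EC80 with DMSO and 100% = DMSO without agonist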
# Starred values were filed as active, the others as inactive. This is a random part of the collection; any-hit rate near 2.8%.
SMILES,M4 PAM,M4 antag,M4 ag,M5 PAM,CHRM1 antagonist,M5 ag,CRFBP-R2 agonist,M1 PAM,M5 antag
O=C(CSc1nnc(CNc2ccccc2)o1)N1CCCc2ccccc21,6.6,-13.7,5.5,-5.6,-3.1,0.4,-3.9,4.9,-0.5
CCc1ccc(C(=O)C(C)OC(=O)CN2C(=O)NC3(CCCC3)C2=O)cc1 (centres undefined),6.5,-0.7,2.3,-7.1,5.8,-1.1,-4.4,1.8,4.6
CCOc1ccc(C(=O)NCCCN2CCCC2=O)cc1,-2.6,-0.3,0.5,-1.8,-9.2,-3.9,0.9,5.3,-1.3
Cc1cc(C(=O)N2CCCC(N3CCN(c4ccccc4C)CC3)C2)n(C)n1 (centres undefined),3.5,-1.4,1.8,-3.8,-6.4,-4.2,1.7,4.6,-4.0
CCc1[nH]c(C(=O)O)c(C)c1C(=O)OC,6.4,-13.5,-0.1,-0.6,-6.3,4.5,-0.4,5.9,3.5
O=C(COC(=O)c1nc(Cl)c(Cl)c(Cl)c1Cl)NCc1ccccc1,21.1,-14.0,1.2,-6.4,0.7,-7.3,-1.6,12.9,6.2
NC(=O)CC(NC(=O)c1ccccc1)c1ccc(N2CCc3ccccc3C2)c([N+](=O)[O-])c1 (centres undefined),-0.7,1.3,2.2,4.4,2.3,0.3,-0.4,1.5,-2.9
Cc1cccc(N2CCN(C(=O)Cc3ccc(Br)cc3)CC2)c1C,1.3,5.9,0.5,1.9,-27.2,-4.5,-0.1,-2.2,-1.0
O=C(OCCN=C1NS(=O)(=O)c2ccccc21)C1CC(=O)N(c2ccc(Cl)cc2)C1 (centres undefined),-1.7,13.0,0.5,5.1,-8.6,-1.2,0.4,8.3,1.4
O=C(NC1CC1)c1cccc(S(=O)(=O)N2CCOCC2)c1,4.7,-8.0,-0.1,3.7,-15.9,0.8,3.1,14.4,5.1
O=C(Nc1cccc(NC(=O)c2ccccc2[N+](=O)[O-])c1)c1ccccc1Cl,-0.1,-15.8,13.8,-8.4,-6.0,-0.4,-1.0,3.8,-5.6
CCCn1c(C(CO)Nc2nc(C)cs2)nc2ccccc21 (centres undefined),7.4,-15.5,0.3,-2.7,0.3,-1.9,-0.3,2.7,11.3
COc1ccc(N/C(=N/c2nc(C)cc(C)n2)NC(=O)Nc2ccc(Cl)c(Cl)c2)c(OC)c1,-1.4,-3.0,0.0,-0.5,5.0,-1.3,1.0,3.8,-5.1
Cc1nc2nc(SCC(=O)c3ccc([N+](=O)[O-])cc3)[nH]c2cc1Br,15.5,-11.5,1.1,3.6,-10.7,-4.1,1.4,3.1,-8.3
O=C(CSc1cnc2ccccc2n1)NC1CCCC1,13.6,8.3,0.9,-0.1,-5.4,-3.6,-1.2,7.7,0.3
CN(Cc1ccccc1)CC(O)COc1ccc(CNCCOc2cccnc2)cc1 (centres undefined),-4.7,-7.1,2.3,0.9,-0.9,-6.9,1.9,-6.3,9.8
C#CCn1c(=NC(=O)c2ccccc2[N+](=O)[O-])sc2cc(S(C)(=O)=O)ccc21,10.5,0.7,0.7,-0.3,6.9,1.4,0.3,-0.5,-4.2
Cc1cccc(NC(=O)COC(=O)[C@@H]2CCCN2C(=O)c2cccs2)c1,-2.6,11.4,4.1,-15.2,-7.2,-2.8,-2.0,-3.7,14.1
COc1cccc(-c2nn(-c3ccc(F)cc3)cc2C(=O)NCC2CCCO2)c1 (centres undefined),-4.4,-7.0,13.2,-10.7,0.9,4.5,-0.4,0.2,4.9
Cc1cccc(C(=O)Nc2ccc3c(c2)C(=O)N(CC(C)C)C3=O)c1,-0.3,-2.6,1.0,-0.1,-1.0,-1.3,-2.1,6.7,2.0
CCN(CC)c1nc2c3c(nc4c(c3c1C#N)CC(=O)N4c1ccc(Cl)cc1)NC(C)=N2,-10.7,12.1,-1.3,0.9,10.6,0.9,2.5,-4.5,3.4
COc1ccc([C@H]2CC(=O)C=C(c3ccc(F)nc3)C2)cc1OC,6.1,7.5,4.7,6.4,0.9,2.1,-1.6,4.0,3.5
COC(=O)c1ccc(-n2c(C)cc(C(=O)CSc3cccc[n+]3[O-])c2C)cc1,-5.3,-2.4,4.4,4.2,-8.8,0.3,-0.7,7.1,-4.6
O=C(C1=C[C@@H](c2ccc3c(c2)OCO3)C[C@@H](OCCCCO)O1)N1CCOCC1,3.5,-6.8,1.7,8.0,12.2,3.9,-0.9,-9.1,0.3
CC1CCN(c2oc(-c3cccc4ccccc34)nc2C#N)CC1,0.0,-7.9,0.5,1.8,14.9,-2.1,0.7,-5.6,-3.0
COc1ccc(OC)c(CN2CCC(CNC(=O)Nc3cccc(Cl)c3)CC2)c1,-27.0,10.4,2.2,-0.5,-4.4,-7.2,1.4,-1.6,1.7
COc1cccc(NC(=O)CN(C)C(=O)CSc2nc(C)cc(C)n2)c1,2.6,-11.9,1.0,0.7,-7.8,3.8,-1.1,6.5,-2.0
COC(=O)/C=C/C(=O)Nc1ccc(O)c(Cl)c1,-2.1,6.3,0.9,-7.6,-8.4,0.9,0.2,8.8,1.9
CC(=O)NC(C)C(=O)OCC(=O)Nc1ccc(Br)cc1 (centres undefined),-1.6,7.3,0.2,7.2,13.9,3.6,1.0,2.4,-5.0
CCCOc1ccccc1OCC(=O)Nc1cccc(S(=O)(=O)NC2=NCCC2)c1,1.8,-8.0,11.0,-5.5,-0.3,-1.0,-0.1,5.5,1.2
C=CCc1cc(Cl)ccc1OCCOCCN(C)C,-3.8,-5.5,3.9,0.1,-1.1,-18.8,-1.0,-0.7,11.5
Cc1nnc(C)n1/N=C/c1ccccc1,11.5,-9.1,0.3,10.4,-8.1,2.6,-1.4,14.4,-7.5
O=C(CSc1ccc(F)cc1)NCC1(N2CCOCC2)CCCCC1,-6.8,2.1,0.9,-6.4,-1.3,-6.1,0.1,-0.6,3.6
CCN(CC)C1CCN(C(=O)c2cc(COc3cccc4cccnc34)on2)C1 (centres undefined),-24.7,38.3*,1.3,-3.8,73.2*,-8.0,-0.5,-21.2,8.8
COc1ccc(/C=N/NC(=S)Nc2cc(S(=O)(=O)N3CCOCC3)ccc2N2CCOCC2)cc1O,0.8,-2.5,5.3,-10.4,8.0,0.9,1.4,-9.9,17.4
C[C@H](NC(=O)c1ccco1)C(=O)N1CCCC1,-1.0,1.4,1.3,3.0,-7.6,-2.0,1.6,13.8,2.2
COc1ccc2cc([C@H](C)C(=O)N(C)Cc3ccccc3N3CCCC3)ccc2c1,-9.6,2.1,-1.0,-3.4,-1.5,-5.0,1.3,-1.0,10.5
Cc1cc(C)cc(OCC(=O)NNC(=O)C2CCCO2)c1 (centres undefined),-5.3,3.8,0.7,-2.3,-6.4,2.5,0.2,8.6,-5.6
O=C(COC(=O)/C=C/c1cccs1)Nc1cccc(S(=O)(=O)N2CCCC2)c1,5.4,-13.3,6.2,-6.0,7.6,-2.8,1.5,-3.9,3.1
O=C(Cc1cccs1)Nc1ccc(NC(=O)c2ccco2)cc1,9.3,3.2,2.6,2.6,2.6,1.8,1.6,4.6,-7.0

# 3 compounds from above, arranged by length of the SMILES, low to high.
SMILES,M4 PAM,M4 antag,M4 ag,M5 PAM,CHRM1 antagonist,M5 ag,CRFBP-R2 agonist,M1 PAM,M5 antag
Cc1nnc(C)n1/N=C/c1ccccc1,11.5,-9.1,0.3,10.4,-8.1,2.6,-1.4,14.4,-7.5
C=CCc1cc(Cl)ccc1OCCOCCN(C)C,-3.8,-5.5,3.9,0.1,-1.1,-18.8,-1.0,-0.7,11.5
CCN(CC)C1CCN(C(=O)c2cc(COc3cccc4cccnc34)on2)C1 (centres undefined),-24.7,38.3*,1.3,-3.8,73.2*,-8.0,-0.5,-21.2,8.8

# Next part
SMILES,M4 PAM,M4 antag,M4 ag,M5 PAM,CHRM1 antagonist,M5 ag,CRFBP-R2 agonist,M1 PAM,M5 antag
Cc1ccc(/C=N/NC(=O)c2cc3ccccc3cc2O)o1,2.7,1.7,1.3,-0.1,-18.6,-1.3,-1.6,15.9,1.6
Nc1ccc(C(=O)N/N=C/c2cccc(Oc3ccccc3)c2)cc1,-4.1,-3.7,7.0,0.6,6.7,0.3,-0.1,-1.7,5.8
CCC(C)NC(=O)Cc1c(OC)ccc2cc(Br)ccc12 (centres undefined),-3.3,-4.0,0.1,2.0,-1.3,-0.9,2.9,1.7,-0.8
Cn1cccc1-c1cc(C(=O)N2CCc3c([nH]c4ccccc34)C2c2ccccn2)[nH]n1 (centres undefined),10.9,-24.0,2.5,5.0,-4.8,-1.9,0.5,11.3,-0.8
Cc1ccc(C(=O)c2c3ccc(C(F)(F)F)cc3nn2CCC(N)=O)cc1,2.6,7.4,0.2,6.0,-9.0,2.8,1.1,12.6,2.6
COc1ccc(CCNC(=S)NC(=O)c2cc(OC)c(OC)c(OC)c2)cc1OC,-9.2,10.2,17.1,-10.7,-6.6,-0.1,-3.0,8.1,8.4
Cn1c(=O)c2c(nc(SCC(=O)N3CCCCCC3)n2C)n(C)c1=O,-5.4,-5.4,0.9,8.2,-5.7,-9.7,-4.9,3.3,-11.7
CNS(=O)(=O)c1cccc(C(=O)OCC(=O)NC(C)CCc2ccccc2)c1 (centres undefined),-6.0,8.2,3.2,-8.2,0.3,0.1,-0.3,0.3,10.7
O=C(CSc1nc(-c2ccco2)cc(C(F)(F)F)n1)NCC1CCCO1 (centres undefined),4.5,0.6,1.2,2.5,-6.3,1.7,-0.6,8.6,-7.1
CCN(CC)c1ccc([N+](=O)[O-])cc1/C=N/NC(=O)CC#N,-3.9,-7.5,0.3,-3.8,6.8,-3.5,0.6,-3.6,-3.7
CCCN(CC(=O)Nc1ccccc1OC)C(=O)CC1CCCC1,3.5,4.7,0.9,-4.9,-2.2,0.8,-1.0,2.6,5.0
O=C1C(C=NCc2ccncc2)=C(O)c2ccccc21,10.3,1.5,0.1,6.6,-0.1,3.7,2.8,0.1,-4.9
Cc1c(NC(=O)CCCCCN2C(=O)C3C4C=CC(C4)C3C2=O)c(=O)n(-c2ccccc2)n1C (centres undefined),4.6,-15.5,1.6,-1.4,-21.0,0.1,1.9,11.4,0.1
COc1ccc2nc(NC(=O)CSCC(=O)Nc3cc(C)on3)sc2c1,1.2,-11.2,1.5,2.2,-14.7,-2.1,0.1,9.9,4.5
COCc1cc(C)nc(SCC(=O)Nc2cccc3cccnc23)c1C#N,-0.6,-2.9,1.3,-6.3,3.6,-0.4,1.7,-2.6,2.6
CCN1C(=C(C#N)C#N)C=Cc2cc(C)ccc21,1.1,4.6,0.8,0.7,9.1,-5.6,1.1,-9.4,-1.3
O=C(NC(=S)Nc1ccc2[nH]ncc2c1)c1ccccc1,8.1,-13.6,-1.2,4.3,0.7,4.3,-0.2,5.2,-9.3
Cc1[nH]ncc1-c1nc2ccccc2[nH]1,0.5,2.8,0.8,-0.7,-4.0,-1.4,2.3,-0.8,12.4
C=CS(=O)(=O)N(Cc1ccccc1Br)[C@H](CO)CC(C)C,-5.7,2.8,-0.8,-5.3,14.7,-8.8,-0.9,-10.5,6.8
Brc1cccc(OCCCCN2CCCCC2)c1,-38.9,53.4*,3.4,-19.9,78.1*,-7.0,-2.6,-26.5,20.9
